# Bioassay records deposited in PubChem BioAssay by several laboratories.
# T cell HTS – modulates CD8 T cell binding to vesicles | calls only at 7 µM | 330,000 tested, 0.068% active | 2C CD8+ T cell-vesicle binding, flow cytometry; stronger effect = lower value | AID 2052;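 active = response, share of CD8 T cells binding vesicles, and their 90th percentile fluorescence all below set limits, cut at about 80% in these data, passing the limit was not always enough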
#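 Test system: purified 2C TCR transgenic mouse naive CD8+ T cells. Probe or stimulus: QL9-peptide-loaded Drosophila micro-vesicles bearing Ld, ICAM-1 and B7-1. Incubation: binding step 1.5 h, 37 °C, antibody labelling 20 min, ice. Measured by: flow cytometry of vesicle-bound cells.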
# Autophagy mod – autophagy modulation, high-content screen; MEF GFP-LC3 puncta imaging; test concentration mostly 10 µM; 190,000 tested, 0.98% active; calls only at 10 µM (by protocol); AID 463193;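 active = percentage of spot-positive cells more than 3 SD above its plate mean, without a fluorescence outlier flag or 80% toxicity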;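 note: spot-positive cell cutoff set from DMSO-treated cells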
# bCat nuc transl – alters nuclear translocation of beta-catenin in HeLa cells; immunofluorescence imaging; nuclear translocation activity, % at 5 µM; 190,000 tested, 0.3% active; AID 1665;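 active = nuclear translocation activity above 50% at 5 µM, with a well cell count of 50 or more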;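 note: per-cell ratio of nuclear to cytoplasmic median beta-catenin stain intensity; plate controls were DMSO negative control for no effect and GSK-3 inhibitor IX positive control for full effect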
#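 Assay system: human HeLa cells, native beta-catenin; doses: 5 µM primary, 0.02–20 µM confirmation; incubation: compound treatment 24 h, 37°C, 5% CO2; technique: fluorescence imaging of beta-catenin antibody stain plus DAPI; measure: % activation, nuclear-to-cytoplasmic median beta-catenin signal ratio per cell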
# WT yeast gro inh – growth inhibition of WT yeast, mitochondrial fusion screen; 190,000 tested, 2.1% active; mitochondrial fusion phenotypic screen, WT strain; inhibition, % at 10 µM; AID 1362; in the data active = inhibition above about 58%; tested in S. cerevisiae
# P. falciparum M1AAP – P. falciparum M1AAP inhibitors, biochemical, fluorogenic H-Leu-NHMec substrate, 1536-well (AID 1445); recombinant M1AAP, H-Leu-NHMec fluorogenic kinetic assay; higher % means a stronger effect; one-dose inhibition, % at 30 µM; IC50 in µM for titrated hits; 220,000 tested, 0.42% active;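 active = primary inhibition above the hit cutoff, then over 50% inhibition at one or more dose response concentrations, cut at about 23% in these data, passing the limit was not always enough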;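 note: plate controls were DMSO full reaction for no effect and no enzyme background for full effect; strong numbers were not always called active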
# Dynein cargo inh – dynein cargo transport inhibition; 3617.4 mouse cells, GR-EGFP nuclear translocation imaging; test concentration mostly 20 µM; stimulated with dexamethasone, 1 µM; stronger effect = lower value; z-score, hits read low; 220,000 tested, 0.47% active; AID 1381;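 active = plate z-score of nuclear minus cytoplasmic receptor signal below a set negative limit, without overly bright fluorescence or cell loss, cut at about -3.5 in these data, passing the limit was not always enough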;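 note: z-score of nuclear minus cytoplasmic ring GR-EGFP intensity difference per well; some compounds called inactive have numbers as strong as hits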
#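 Also added: dexamethasone, 1.0 µM final. Medium: tet-free, stripped-serum medium. Detection: fixed, Hoechst-stained cells imaged at 10x for EGFP. Read-out: nuclear-to-cytoplasmic GR-EGFP distribution per well. Times: induction 48 h, compound 1 h, agonist 30 min.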
# M17LAP inhibition – P. falciparum M17LAP inhibitors, primary screen, biochemical, fluorogenic H-Leu-NHMec substrate, 1536-well (AID 1619). recombinant M17LAP, H-Leu-NHMec fluorogenic kinetic assay; higher % means a stronger effect. one-dose inhibition, % at 30 µM; IC50 in µM for titrated hits. 220,000 tested, 0.38% active;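 active = compound inhibiting the enzyme by more than half at any dose during confirmatory dose-response retesting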;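 note: plate controls were full reaction with DMSO carrier for no effect and no enzyme background for full effect; strong numbers were not always called active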
# MT stabilizer – microtubule stabilizers in HeLa cells; HeLa tubulin immunostaining HCS, 24 h; share of cells brighter than vehicle mean+2SD; % tubulin-high responders, % at 10 µM; 200,000 tested, 0.83% active; AID 2205;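 active = plate Z-score above 3 for both tubulin-high and condensed-nucleus cell shares, with cell loss under 80%, at 10 µM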;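 note: anti alpha tubulin signal scored within the nucleus-defined area of each cell; some results filed as inactive read as strong as hits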
# Yfh1-depleted yeast – mitochondrial function rescue without frataxin homolog – Friedreich's ataxia, plus single-dose screen, dose response (AID 1465); 220,000 tested, 0.074% active; fold induction at 50 µM; hits with a dose series show EC50 in µM; S. cerevisiae Yfh1-off respiration, WST-1 reduction, 72 h; higher fold induction means a stronger effect;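 active = fold induction of absorbance versus untreated yeast above a set limit, then at least 30% activation at any dose in follow-up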;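 note: activators that raise dye reduction in frataxin-depleted yeast; strong numbers were not always called active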
# WT yeast gro inh mutant strain – second read-out of WT yeast gro inh, no call of its own (marks repeat the call); inhibition, %; mitochondrial fusion phenotypic screen, mutant strain inhibition
# Dynein cargo inh cytoplasmic EGFP – second read-out of Dynein cargo inh, no call of its own (marks repeat the call); z-score; measured here: cytoplasmic GR-EGFP intensity; stronger effect = higher value
# Dynein cargo inh nuclear GR-EGFP – further read-out of Dynein cargo inh, marked with its call; z-score; measured here: nuclear GR-EGFP intensity;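 lower value marks the stronger effect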
# Dynein cargo inh cell count – second read-out of Dynein cargo inh, no call of its own (marks repeat the call); z-score; measured here: cell count per field
# bCat nuc transl cell count 5 µM – recorded beside bCat nuc transl, whose call it bears; cell count; measured here: cell count, cytotoxicity flag
# T cell HTS vesicle-bound % – recorded beside T cell HTS, whose call it bears; double positive events, %; measured here: CD8+ vesicle-bound cell fraction;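 binding gate set so that unloaded-vesicle control wells show 10% double positive cells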
# MT stabilizer Hoechst-high % – also measured in MT stabilizer; calls as there; % Hoechst-high responders; measured here: nuclear condensation Hoechst responders;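 share of cells brighter than vehicle mean plus two SD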
# MT stabilizer cytotoxicity % – also measured in MT stabilizer; calls as there; toxicity, %; measured here: cytotoxicity by cell density;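 0% = mean cell density of plate MIN control wells and 100% = no cells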
# Autophagy mod cell loss 18 h – further read-out of Autophagy mod, marked with its call; toxicity, %; measured here: cell loss, nuclei count;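 cell loss after 18 h compound exposure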
# An asterisk follows results filed as active; i = inactive; x = not tested or not shown; & = joins results of further samples.
SMILES,T cell HTS,T cell HTS vesicle-bound %,Autophagy mod,Autophagy mod cell loss 18 h,bCat nuc transl,bCat nuc transl cell count 5 µM,WT yeast gro inh,WT yeast gro inh mutant strain,P. falciparum M1AAP,Dynein cargo inh,Dynein cargo inh cytoplasmic EGFP,Dynein cargo inh nuclear GR-EGFP,Dynein cargo inh cell count,M17LAP inhibition,MT stabilizer,MT stabilizer Hoechst-high %,MT stabilizer cytotoxicity %,Yfh1-depleted yeast
Cc1ncc([N+](=O)[O-])n1CC(C)O (stereo unspecified),i,16.1,i,0.0,-4.1&-1.1,1182&1431,-2.9&4.1,8.8&2.3,3.0%&0.7%,1.17,0.223,1.15,-0.751,-3.9%&-5.9%,3.0,1.9,7.3,i
Cc1ccc(NC(=O)COc2ncnc3ccccc23)cc1S(=O)(=O)N1CCOCC1,i,3.5,i,5.4,-2.7,1017,-3.7,-15.0,0.7%,0.00746,-0.331,0.115,0.051,-7.6%,4.7,2.4,1.8,i
O=C(c1ccc(F)cc1)C1CCN(C(=O)Nc2ccccc2Cl)CC1,i,52.4,i,10.1,-2.8,1144,3.4,-9.8,-1.9%,1.27,0.596,1.69,-2.09,-0.9%,2.6,1.3,18.3,i
COC(=O)[C@H](CC(C)C)NC(=O)CCc1nnc(COc2ccccc2)o1,i,47.4,i,6.5,-0.4,1206,5.5,7.8,4.0%,0.413,-0.193,0.393,-1.08,-1.4%,2.2,1.7,3.7,i
COc1ccc(OCc2nc(N)nc(Nc3ccccc3)n2)cc1,i,36.1,i,4.9,-1.5,1078,-9.2,7.5,3.3%,-0.674,-0.193,-0.576,-0.0197,0.7%,2.3,1.5,11.9,i
Cc1oc(-c2ccccc2F)nc1CN1CCC(C(=O)NC2CC2)CC1,i,18.8,i,1.5,-0.4,1422,-14.3,-1.4,2.9%,0.157,-0.331,0.138,0.227,5.6%,6.0,4.2,9.5,i
CCOC(=O)c1c(C)[nH]c(C(=O)COC(=O)c2ccncc2)c1C,i,38.9,i,-10.9,9.2,996,-4.6,-15.4,-3.5%,1.72,0.149,1.95,-1.44,-0.9%,6.3,2.1,0.8,i
Cn1c(N)c(C(=O)COC(=O)c2ccc3c(c2)C(=O)N(c2ccc(Cl)cc2)C3=O)c(=O)n(C)c1=O,i,56.0,i,-16.0,-2.2,916,-8.4,-1.2,2.1%,0.325,-0.0455,0.444,-0.319,-1.7%,3.7,2.0,4.8,i
O=C(/C=C/Nc1ccccc1)c1cnc(-c2ccccc2)s1,i,49.6,i,10.9,x,x,-4.0,8.9,6.0%,-0.597,-0.0758,-0.374,0.289,6.5%,2.7,2.5,5.3,i
CC(C)CNS(=O)(=O)c1ccc(OCC(=O)NCc2ccco2)cc1,i,6.5,i,-10.2,1.2,479,-4.3,-18.0,4.0%,1.03,-0.267,0.213,-0.316,-10.0%,3.1,2.9,11.2,i
O=C(Nc1ccccc1)c1ccccc1O,i,13.4,i,8.6,-3.9,1070,11.3,1.1,1.0%,0.167,-0.186,0.111,0.0177,2.3%,1.3,2.6,9.6,i
COc1ccc(NC(=S)NCc2cccs2)cc1,i,37.4,i,-3.7,0.2,1498,2.8,-8.6,0.6%,-0.435,-0.345,-0.727,1.38,5.9%,3.1,1.3,6.5,i
CC(C)(C)CC(C)(C)NC(=S)Nc1ccc2nc(-c3ccccn3)c(-c3ccccn3)nc2c1,i,36.3,i,-0.2,1.9,1357,4.6,9.0,2.5%,0.279,0.811,0.162,0.00399,-15.7%,1.4,1.7,9.1,i
COC(=O)c1cccc(S(=O)(=O)N2CCOCC2)c1,i,9.3,i,-7.4,x,x,10.7,12.9,3.0%,0.375,-0.082,-0.0513,0.109,1.0%,1.9,1.4,8.7,i
COc1cc2[nH]cc(C(=O)NCc3cccs3)c(=O)c2cc1OC,i,46.8,i,1.8,x,x,x,x,x,1.89,0.117,2.14,-2.18,x,4.7,2.5,8.2,i

# In the list so far, these contain an NH in an aromatic ring:
SMILES,T cell HTS,T cell HTS vesicle-bound %,Autophagy mod,Autophagy mod cell loss 18 h,bCat nuc transl,bCat nuc transl cell count 5 µM,WT yeast gro inh,WT yeast gro inh mutant strain,P. falciparum M1AAP,Dynein cargo inh,Dynein cargo inh cytoplasmic EGFP,Dynein cargo inh nuclear GR-EGFP,Dynein cargo inh cell count,M17LAP inhibition,MT stabilizer,MT stabilizer Hoechst-high %,MT stabilizer cytotoxicity %,Yfh1-depleted yeast
CCOC(=O)c1c(C)[nH]c(C(=O)COC(=O)c2ccncc2)c1C,i,38.9,i,-10.9,9.2,996,-4.6,-15.4,-3.5%,1.72,0.149,1.95,-1.44,-0.9%,6.3,2.1,0.8,i
COc1cc2[nH]cc(C(=O)NCc3cccs3)c(=O)c2cc1OC,i,46.8,i,1.8,x,x,x,x,x,1.89,0.117,2.14,-2.18,x,4.7,2.5,8.2,i

# (cont.)
SMILES,T cell HTS,T cell HTS vesicle-bound %,Autophagy mod,Autophagy mod cell loss 18 h,bCat nuc transl,bCat nuc transl cell count 5 µM,WT yeast gro inh,WT yeast gro inh mutant strain,P. falciparum M1AAP,Dynein cargo inh,Dynein cargo inh cytoplasmic EGFP,Dynein cargo inh nuclear GR-EGFP,Dynein cargo inh cell count,M17LAP inhibition,MT stabilizer,MT stabilizer Hoechst-high %,MT stabilizer cytotoxicity %,Yfh1-depleted yeast
CCSC1=NSC2=NC(=O)/C(=C\c3coc4ccccc4c3=O)C(=N)N12,i,28.5,i,-13.7,-2.0,943,-12.5,-5.0,19.9%,0.136,1.01,-0.099,0.284,12.4%,3.5,2.9,8.5,i
COC(=O)c1cc(OC)c(OC)cc1NC(=O)c1ccc(OC)cc1,i,13.0,i,-25.4,4.0,1256,4.8,12.8,-1.6%,-0.731,-0.192,-0.128,0.639,-9.3%,1.6,1.4,10.6,i
COc1ccc(CN(C(C)=O)c2cccc(C)c2C)cc1,i,32.6,i,17.4,10.3,1047,-13.1,-31.0,3.4%,0.511,-0.188,-0.0819,-0.939,-0.9%,43.0*,23.8*,31.2*,i
Cc1ccccc1NC(=S)Nc1ccc(Br)cc1,i,40.6,i,-14.2,-1.0,1117,48.7,20.1,1.6%,-0.257,-0.0887,-0.254,0.144,7.7%,5.6,2.7,6.6,i
Cc1nnc(SCC(=O)N2CC(=O)Nc3ccccc32)n1C,i,31.0,i,28.8,x,x,13.4,21.4,9.6%,-0.0634,-0.0715,0.0776,0.998,5.3%,1.4,0.9,9.1,i
CN1C(=O)C(CC(=O)O)S/C1=N\N=C\c1ccc(O)cc1O (stereo unspecified),i,39.2,x,x,-0.5,1341,x,x,6.1%,0.957,-0.257,0.336,-0.544,39.1%,x,x,x,i
C=CCn1cc(C(=O)N2CCN(C)CC2)c(=O)c2cc(S(=O)(=O)N3CCCC3)ccc21,i,52.0,i,4.2,x,x,10.2,4.8,-1.0%,2.19,-0.119,1.44,-1.17,-6.9%,2.7,3.9,5.1,x
COC(=O)c1cc(OC)c(OC)cc1NC(=O)c1cccc(C)c1,i,51.1,i,-12.5,0.7,1489,-1.7,4.1,9.7%,-0.663,-0.0358,-0.341,0.442,-4.7%,2.6,1.9,9.4,i
S=c1[nH]nc(-c2ccccn2)n1/N=C/c1ccc(Br)s1,i,47.4,i,5.1,-3.5,1153,-1.0,-1.8,11.9%,1.3,-0.169,0.705,-0.498,4.3%,6.2,2.4,4.7,i
Cc1ccc(-n2c(-c3ccc(Cl)cc3)c[n+]3c2CCC3)cc1,i,36.4,x,x,0.7,1306,x,x,4.7%,-0.757,-0.259,-0.765,0.479,1.6%,x,x,x,i
CCOC(=O)CSc1nc(C)cc2c1C(=O)OC2,i,20.0,i,6.4,0.8,1070,-15.4,-15.5,-4.3%,0.571,0.249,0.368,-0.186,7.2%,3.2,2.6,9.0,i
O=C(CSc1nnc2scc(-c3ccccc3)n12)NCc1ccc2c(c1)OCO2,i,18.4,i,-4.5,x,x,-11.3,-25.9,-1.6%,-0.916,-0.283,-0.465,0.367,-9.9%,2.5,0.1,23.9,i
CCc1cc(=O)oc2cc(C)cc(OCc3nn[nH]n3)c12,i,34.7,i,5.8,-0.6,1147,-8.2,-7.1,9.2%,0.646,-0.224,0.0738,0.107,-31.1%,2.1,1.6,0.7,i
COc1cc(CNc2cccc(F)c2)cc(Br)c1O,i,35.7,i,5.0,-1.8,957,-1.6,2.0,21.4%,-1.61,-0.261,-1.13,0.13,6.7%,5.5,4.4,5.4,i
Cc1cc(C(=O)NCCc2ccc(S(N)(=O)=O)cc2)no1,i,58.5,i,11.1,0.1,1059,9.3,2.9,7.8%,-0.787,-0.194,-0.275,1.09,-3.6%,3.1,1.9,3.2,i
O=C(Cn1cc(C(F)(F)F)ccc1=O)N/N=C/c1ccccc1,i,28.2,i,0.1,2.0,997,-13.0,0.8,7.0%,-0.843,-0.198,0.0849,0.05,0.2%,5.5,2.5,6.8,i

# As entered above.
# Autophagy mod cell loss 18 h with O=C(CSc1nnc2scc(-c3ccccc3)n12)NCc1ccc2c(c1)OCO2 is entered as -4.5
# MT stabilizer cytotoxicity % with COc1ccc(NC(=S)NCc2cccs2)cc1 is entered as 6.5
